# Bioassay records (PubChem)
# RGS4 inhibitor = blocks human RGS4-accelerated GTP hydrolysis; 390,000 compounds, 0.039% hits; Transcreener GDP fluorescence polarization, RGS4-accelerated GTP hydrolysis; Potency, µM (titrated, usually from 114 µM), inactives show at the highest dose activity change, negative = inhibition, usual class: inhibitors; P49798; note: potency is the fitted concentration of half-maximal effect; % is set by controls: 0 for no effect and ±100 for the full control effect; nearly all actives have a fitted effect of over 75% in size; some results filed as inactive show a strong effect at the top dose
# Target sequence (P49798 whole entry, looked up): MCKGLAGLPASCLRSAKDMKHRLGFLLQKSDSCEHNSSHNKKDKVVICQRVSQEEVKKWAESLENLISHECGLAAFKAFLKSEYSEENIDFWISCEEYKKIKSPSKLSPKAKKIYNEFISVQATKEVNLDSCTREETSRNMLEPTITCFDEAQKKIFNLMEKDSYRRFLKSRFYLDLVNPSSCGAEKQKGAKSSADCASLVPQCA
#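 MLSMR compounds (23 nl, pin-transferred) preincubated 10 min at room temperature with a 500nM (2x) first reagent, then RGS4 at 900nM (2x) plus Transcreener GDP mix added; fluorescence polarization (620/688 nm) read before and after 90 min at 30 °C.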
# LDHA block = blocks human lactate dehydrogenase A. AID 1347041. purified LDHA, NADH/diaphorase-resazurin fluorescence; active compounds read low. activity change, % (values are at about 110 or 230 µM). 480,000 compounds, 0.15% hits; in the data active = activity change below about -30%; inconclusive = mostly about -25% to -30%;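 note: plate controls were DMSO wells for no effect and wells without enzyme for full effect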
#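 Human LDH5 (2 nM) was incubated with 0.06 mM NADH and 0.2 mM pyruvate for 5 min at room temperature in Tris pH 7.4. Remaining NADH was coupled through diaphorase/resazurin, and resorufin fluorescence was read at 0 and 20 min.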
# Vif-A3G inh = blocks the Vif interaction with human APOBEC3G; Q9HC16; HeLa A3G-eYFP + Vif (tagged APOBEC3G with the HIV-1 protein that degrades it), YFP fluorescence, overnight; Potency, µM (doses to about 46.1 µM), inactives show at the highest dose activity, negative = active, actives largely listed as inhibitors; 410,000 compounds, 0.076% hits; AID 602310;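 note: potency is the fitted concentration of half-maximal effect; % is set by controls: 0 for no effect and ±100 for the full control effect; nearly all actives have a fitted effect of over 60% in size; hits raise eYFP signal because A3G escapes Vif-driven loss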
# Target sequence (Q9HC16 whole entry, looked up): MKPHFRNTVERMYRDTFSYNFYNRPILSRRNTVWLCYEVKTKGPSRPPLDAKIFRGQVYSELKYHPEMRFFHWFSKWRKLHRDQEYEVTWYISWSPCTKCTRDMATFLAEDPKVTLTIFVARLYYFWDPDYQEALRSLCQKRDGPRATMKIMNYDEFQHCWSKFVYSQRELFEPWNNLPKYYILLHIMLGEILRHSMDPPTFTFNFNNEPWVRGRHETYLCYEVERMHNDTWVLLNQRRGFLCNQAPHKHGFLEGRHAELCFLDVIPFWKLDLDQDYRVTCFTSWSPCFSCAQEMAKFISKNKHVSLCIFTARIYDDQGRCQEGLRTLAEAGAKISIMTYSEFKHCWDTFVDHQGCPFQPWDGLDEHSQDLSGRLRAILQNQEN
#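 HeLa cells stably expressing Vif and C-terminally eYFP-tagged A3G, seeded overnight at 37 deg C, then exposed to compound by pintool overnight at 37 deg C. Rise in yellow fluorescence (Ex 488/Em 500-530, Acumen) marks blocked Vif-driven A3G degradation.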
# IDH1 R132H inh = human IDH1 R132H inhibition; O75874; IDH1-R132H enzyme, NADPH consumption, diaphorase/resazurin fluorescence; Potency, µM (titrated, usually from 76.6 µM), inactives show at the top dose activity change, negative = inhibition, hits mostly inhibitors; 390,000 compounds, 0.093% hits; AID 602179; note: potency is the fitted concentration of half-maximal effect; % is set by controls: 0 for no effect and ±100 for the full control effect; nearly all actives have a fitted effect of over 65% in size
#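 IDH1-R132H (0.5 ug/mL) preincubated 30 min with compound, then NADPH (0.016 mM) and alpha-KG (2 mM) added; 80 min at RT, pH 7.5. Remaining NADPH coupled via diaphorase/resazurin to fluorescence (540/590 nm); concentration-response curves normalized to no-enzyme control.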
# rTrxR1 inhibitor = rat TrxR1 inhibition; Potency, µM (titrated, usually from 114 µM), for the others: at the highest dose activity change, negative = inhibition, hits mostly inhibitors; recombinant rTrxR1, NADPH fluorescence consumption, selenite substrate; 390,000 compounds, 1% hits; O89049; note: potency is the fitted concentration of half-maximal effect; % is set by controls: 0 for no effect and ±100 for the full control effect; nearly all actives have a fitted effect of over 65% in size
# Target sequence (O89049 whole entry, looked up): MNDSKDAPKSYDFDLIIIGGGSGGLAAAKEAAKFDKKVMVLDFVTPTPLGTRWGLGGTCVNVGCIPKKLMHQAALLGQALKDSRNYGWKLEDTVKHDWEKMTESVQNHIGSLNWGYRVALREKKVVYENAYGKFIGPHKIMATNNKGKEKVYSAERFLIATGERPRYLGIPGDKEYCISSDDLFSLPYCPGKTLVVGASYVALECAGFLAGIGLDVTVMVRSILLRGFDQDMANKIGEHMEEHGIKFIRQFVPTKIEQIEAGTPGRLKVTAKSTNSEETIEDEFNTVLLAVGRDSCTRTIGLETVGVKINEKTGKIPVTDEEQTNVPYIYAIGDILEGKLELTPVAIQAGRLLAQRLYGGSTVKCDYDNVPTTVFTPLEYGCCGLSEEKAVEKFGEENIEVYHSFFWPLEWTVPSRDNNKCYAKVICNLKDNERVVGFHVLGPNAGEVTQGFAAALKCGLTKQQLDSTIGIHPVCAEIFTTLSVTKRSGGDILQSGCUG
#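 Rat TrxR1 (90 nM in the dispensed reagent) was pre-reduced with 400 uM NADPH for 5 min at room temperature, then incubated with compound for 15 min. After 400 uM selenite was added, NADPH fluorescence (Ex 340/Em 450 nm) was followed for 8 min.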
# Vif-A3F inh = blocks the Vif interaction with APOBEC3F. HeLa A3F-eYFP + Vif (tagged APOBEC3F with the HIV-1 protein that degrades it), YFP fluorescence increase. Potency, µM (highest dose often 46.1 µM), for inactives: top-dose activity, negative = active. 390,000 compounds, 0.2% hits; note: potency is the fitted concentration of half-maximal effect; % of control where 0% means no effect; nearly all actives have a fitted effect of over 65% in size
#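 HeLa cells stably expressing A3F-eYFP plus Vif, plated and incubated overnight at 37 deg C, then exposed to compounds overnight at 37 deg C. Blocked degradation read as raised yellow fluorescence (Ex 488/Em 500-530).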
# Glioma ERSR ind = ER stress response induction in glioma; U87-MG GRP78 promoter luciferase reporter, 16 h; Potency, µM, inactives show top-dose activation, most hits filed as activators; 420,000 compounds, 0.02% hits; AID 602332; note: potency is the fitted concentration of half-maximal effect; series mostly up to about 76 µM; % of control where 0% means no effect; nearly all actives have a fitted effect of over 35% in size
#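 Stably transfected U87-MG human glioma cells carrying a GRP78-based luminescent sensor were seeded at 1000 cells/well, pin-dosed with compounds and incubated 16 h. Luciferase reagent was then added, and end-point luminescence was read after 10 min at room temperature.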
# USP1 inh = inhibitors of human USP1/UAF1 deubiquitinase. recombinant USP1/UAF1, Ub-Rhodamine cleavage fluorescence. Potency, µM (titrated, usually from 57.1 µM), for the others: at the top dose activity change, negative = inhibition, hits mostly inhibitors. 390,000 compounds, 0.23% hits. AID 743255; note: potency is the fitted concentration of half-maximal effect; % is set by controls: 0 for no effect and ±100 for the full control effect; nearly all actives have a fitted effect of over 60% in size; inactives centre near -12
#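 Step one: compound is pinned into 1nM USP1/UAF1 in HEPES pH 7.8 buffer with TCEP. Step two: 15 min room-temperature incubation. Step three: Ub-Rho (150nM final) starts cleavage, tracked by fluorescence over six one-minute reads.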
# TrxR1 substrate = rat thioredoxin reductase 1 substrate activity | 390,000 compounds, 0.01% hits | purified TrxR1 substrate turnover, NADPH consumption readout | AID 588456 | O89049 | Potency, µM (doses to about 114 µM), for inactives: at the top dose activity change, negative = substrate turnover; note: potency is the fitted concentration of half-maximal effect; % is set by controls: 0 for no effect and ±100 for the full control effect; nearly all actives have a fitted effect of over 50% in size
#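 Rat TrxR1, dispensed at 90 nM, was prereduced with 400 uM NADPH (final) for 5 min at ~22 deg C, then incubated with compound 15 min before 400 uM selenite. A first-read NADPH fluorescence drop versus no-compound background flagged substrates.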
# Active calls of the source: *; ? = inconclusive; / = not tested or not shown; & = joins results of further samples; [ ] = remark or other dose. Unless noted, calls come from the whole dose curve; as a rule, active = well fitted curve in the direction sought with a large enough effect; inconclusive = small, poorly fitted or top-dose-only effect, or another doubt; inactive = no such curve, though single readings can be large; an effect the other way counts as inactive or inconclusive. An excerpt (hit frequency here may not be typical).
# Under each structure: IDH1 R132H inh	Vif-A3G inh	TrxR1 substrate	RGS4 inhibitor	Glioma ERSR ind	LDHA block	rTrxR1 inhibitor	Vif-A3F inh	USP1 inh
> Cc1cc(NC(=O)Nc2nnc(N(C)Cc3ccccc3)s2)ccc1Br
    1.2%	12.6µM*	-6.9%	1.2%	-1.1%	-13.1	3.1%	?	31.6µM*
> CN(CCC(=O)Nc1ccc(Br)cc1)Cc1ccccc1
    -0.6%	-8.5%	-3.0%	30.6%	-4.9%	-4.2	-0.2%	6.3%	-0.6%
> COCCn1c(C)cc(C(=O)CN2C(=O)C(=O)N(CCC3=CCCCC3)C2=O)c1C
    8.3%	4.8%	/	/	-4.2%	-1.4	/	2.0%	-23.6%
> O=C(Cn1cc(S(=O)(=O)Cc2ccccc2F)c2ccccc21)NCc1ccccc1Cl
    1.7%	-1.0%	-3.8%	-1.8%	1.2%	-0.9	10.5%	-2.7%	-19.7%
> CC1Cc2nc(SCC(=O)N3CCCC3)n(C)c(=O)c2S1 (stereo not given)
    -10.6%	2.0%	3.3%[57.1 µM]	9.8%	-6.1%	-2.8	2.8%[57.1 µM]	1.6%	-6.5%
> CC1CCc2c(sc(NS(=O)(=O)c3ccccc3)c2C(=O)OC(C)C)C1 (stereo not given)
    1.3%	-6.5%	-0.4%	?	-0.2%	3.5	3.8%	-15.2%	-19.0%
> CC1c2ccsc2CCN1S(=O)(=O)c1cccs1 (stereo not given)
    17.0%	1.1%	-0.5%	6.4%	-1.0%	-0.2	13.8%	-3.3%	-19.6%
> CN1C(=O)C(Cc2cnc[nH]2)NC1=S (stereo not given)
    0.3%	0.0%	0.9%	-6.2%	-2.7%	1.4	8.0%	-0.7%	-11.1%
> COc1ccc(C(C)=O)cc1COC(=O)c1cccc(N(C)C)c1
    -0.9%	1.2%	6.8%[57.1 µM]	32.0%	1.6%	-2.1	8.1%[57.1 µM]	5.0%	-5.3%
> O=C(Nc1ccccc1)OCC1CCCN2CCCCC12 (stereo not given)
    -4.6%	-3.3%	7.1%	-3.2%	-3.7%	-6.7	9.5%	1.7%	-13.8%
> O=C(O)c1cc(CN2CCOCC2)oc1-c1ccccc1
    3.3%	-5.6%	-5.9%[57.1 µM]	-6.1%	-1.8%	2.5	-12.7%[57.1 µM]	-0.9%	-5.6%
> Cc1[nH]c2ccc(C(=O)NCCCN3CCCCCC3)cc2c1C
    8.1%	0.5%	4.2%	?	-6.0%	0.1	-20.7%	1.8%	-24.6%
> CCCn1c(O)c(CN2CCCCC2)c(C)c(C#N)c1=O
    6.5%	-1.3%	8.6%	-30.5%	2.9%	20.0	-21.0%	-9.3%	-24.6%
> Cc1c(OCC(=O)NCC(O)c2ccccc2)ccc2c3c(c(=O)oc12)CCC3 (stereo not given)
    4.8%	-6.7%	10.9%	18.1%	-0.2%	-3.2	22.8%	-5.9%	-13.5%
> COC(=O)c1ccccc1NC(=O)c1cnn(-c2ccc(F)cc2)c1-n1cccc1
    6.8%	-4.1%	4.6%	8.0%	-1.9%	-6.6	7.3%	4.0%	?
> CC(CCN1CCC(n2nccc2NC(=O)c2ccccc2Cl)CC1)c1ccccc1 (stereo not given)
    8.6%	-5.3%	-4.1%	14.9%	3.7%	-2.9	8.0%	0.1%	-16.4%
> COC(=O)C1=CNC=C(C(=O)OC)C1c1cccc(OC)c1
    -1.8%	2.6%	493.9%[activator]	-6.0%	-2.2%	-1.8	15.8%[57.1 µM]	3.7%	-16.2%
> CCOC(=O)N1C2C=CC(C2)N1C(=O)OCC
    1.6%	0.5%	8.8%[57.1 µM]	14.3%	-3.9%	-8.0	19.6%[57.1 µM]	-8.1%	-1.7%
> CN(C)CCn1c(C(=O)O)cc2ccccc21
    8.3%	-3.3%	8.4%[57.1 µM]	-11.2%	-1.5%	-2.7	8.4%[57.1 µM]	-1.5%	-5.4%
> Nn1c(COc2ccc(Cl)cc2)nc2ccccc2c1=O
    -1.1%	-0.2%	-8.0%	32.5%	5.7%	-2.9	-5.6%	5.1%	-6.1%
> CC1SC(c2ccc(F)cc2)N(CCc2ccccc2)C1=O (stereo not given)
    3.1%	-8.7%	-6.9%	-10.9%[56.9 µM]	5.2%	-5.8	?	-7.2%	-17.0%
> CCC(C)NC(=O)CC(c1ccccc1)c1cc(C)ccc1O (stereo not given)
    0.0%	-2.4%	2.3%[57.1 µM]	17.3%	-3.0%	4.7	0.5%[57.1 µM]	12.3%	-8.4%
> CC(Cc1c[nH]c2ccccc12)NC(=O)C1CCCNC1=O (stereo not given)
    -0.9%	-0.7%	1.6%	-8.7%	-2.2%	-0.1	13.8%	0.2%	7.5%
> COC(=O)N/N=C/c1cccnc1
    0.9%	-4.7%	-0.2%	-14.9%	-4.9%	-3.5	-0.1%	-6.3%	?
> Cc1cccc(CCNC(=O)C2CCC(CNS(=O)(=O)c3ccccc3)CC2)c1 (stereo not given)
    7.3%	1.4%	-1.1%[57.1 µM]	4.2%	-4.6%	-1.9&0.0	3.2%[57.1 µM]	-3.0%	-14.5%
> O=C(Nc1cccc(C(=O)N2CCN(c3ccc(Cl)cc3)CC2)c1)c1nsc2ccccc12
    35.4%[activator]	3.3%	-8.3%[57.1 µM]	10.3%	-8.5%	-2.6	8.5%[57.1 µM]	4.1%	-21.4%
> CN(C)c1nc(N)nc(CSc2n[nH]c(-c3ccccc3)n2)n1
    -1.7%	0.7%	-11.1%	14.2%	-2.0%	-6.6	-12.9%	4.4%	1.0%
> O=c1cc(-c2ccc(F)cc2)oc2ccccc12
    2.5%	0.5%	1.5%	-4.7%	0.4%	-7.8	8.0%	3.7%	-11.5%
> COc1ccc(NS(=O)(=O)c2ccc(N3CCCCC3)c(N)c2)cc1
    5.2%	0.9%	-10.3%	-0.5%	0.0%	-1.1	25.8%	13.3%	-13.1%
> CCOC(=O)[C@H](C)N1[C@H](C)[C@H](c2ccccc2)Oc2ccc(Cl)cc2S1(=O)=O
    -1.4%	4.9%	-6.6%	16.8%	-3.8%	-1.9	4.2%	2.4%	-5.9%
> CC(C)N(C(=O)COC(=O)c1cccnc1Cl)c1ccccc1
    2.2%	-0.5%	5.4%[57.1 µM]	20.1%	-3.9%	-1.1	-4.3%[57.1 µM]	4.1%	2.1%
> Cc1ccc(S(=O)(=O)N(C)C)cc1NC(=S)NCCc1ccccn1
    7.9%	2.8%	6.7%	-23.9%[56.9 µM]	-2.5%	2.2	8.6%	1.9%	-20.5%
> CC1=NCC(C)c2ccccc21 (stereo not given)
    -11.8%	-0.3%	/	/	-6.7%	-14.1	/	-0.3%	-6.0%
> CCOC(=O)c1ccc2c(c1)N(Cc1cccc(C(F)(F)F)c1)C(=O)c1ccccc1S2(=O)=O
    -14.7%	1.8%	-11.3%[57.1 µM]	-15.7%	-0.8%	6.9	-9.9%[57.1 µM]	-6.4%	-28.3%
> O=C(CS(=O)(=O)c1cccc2nsnc12)Nc1ccccc1
    -1.6%	-2.9%	2.9%[57.1 µM]	-48.7%	-2.4%	2.3	12.6%[57.1 µM]	-6.7%	?
> Cn1cc2ccc(N)cc2n1
    8.7%	2.0%	50.5%[activator][57.1 µM]	-10.3%	-3.6%	22.0	-6.4%	0.0%	-4.8%
> CCC(Cc1ccccc1)NC(=O)CCn1cccc1 (stereo not given)
    -4.4%	1.7%	-11.9%	-1.1%	-1.9%	-10.6	-16.8%	-7.6%	-3.6%
> Cc1ccc(C(=O)NCc2ccccc2)cc1Br
    1.6%	-0.6%	-1.7%	-5.6%	0.3%	-1.9	8.1%	-1.4%	-12.4%
> CN(c1ccccc1)S(=O)(=O)c1cccc(C(=O)NCCCN2CCCC2=O)c1
    4.1%	-3.1%	1.0%	23.4%	-5.0%	-2.2	9.3%	-12.9%	-4.3%
> CC(C)CCNC(=O)COC(=O)c1ccc(Br)o1
    13.4%	-6.6%	-2.0%	-6.7%	-3.7%	-1.2	-5.2%	2.7%	-10.0%
> COc1cccc(N2CCN(C(=O)c3cccc(N4C(=O)NC5CC4(C)Oc4c(OC)cccc45)c3)CC2)c1 (stereo not given)
    0.5%	-0.2%	11.6%	-5.1%[11.4 µM]	-6.7%	-0.6	11.0%	-7.7%	-21.1%
> C=CCC[C@H](Cc1ccc(F)cc1)C(=O)OC[C@H](Cc1c[nH]c2ccccc12)NC(=O)[C@@H](CC=C)CC(=O)N(CCO)Cc1ccccc1
    0.0%	-4.9%	-5.9%	-1.8%	0.4%	2.6	33.8%	3.1%	-15.9%
> O=C(NCc1ccccc1Cl)c1ccc[nH]1
    7.7%	1.4%	6.9%[57.1 µM]	-3.8%	0.7%	-5.1	9.4%[57.1 µM]	5.4%	-19.2%
> COC1=C(Nc2ccc(OC)cc2)C(=O)C(OC)=C(Nc2ccc(OC)cc2)C1=O
    -3.3%	0.7%	13.0%[57.1 µM]	5.4%	0.8%	8.2	23.2%	-5.6%	-10.6%
